Nrf2 block – Nrf2 pathway inhibition; A549 ARE-Fluc reporter, luciferase luminescence, 18-24 h; Potency, µM (series often up to 46 µM), inactives show at the top dose activity change, negative = inhibition, actives largely listed as inhibitors; 360,000 compounds, 2.1% hits; AID 504444; note: potency is the fitted concentration of half-maximal effect; % is set by controls: 0 for no effect and ±100 for the full control effect; nearly all actives have a fitted effect of over 60% in size
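Cells were seeded and rested 2 h, then exposed to compounds for 18-24 h. CellTiter-Fluor was read first as a viability measure. BugLite was added 15 min before the final luminescent read of ARE-luciferase activity in A549 cells.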
CCT modulator – modulators of cytosolic chaperonin (CCT/TRiC) activity; purified chaperonin ATPase assay, HTRF ADP detection, 30 min; activity change, % (test concentration not listed), hits read low; 360,000 compounds, 0.3% hits; AID 651819; in the data active = activity change below about -30%; note: % is set by controls: 0 for no effect and ±100 for the full control effect
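Enzyme 40 or 20 nM (batch-dependent) in Tris pH 7.4/KCl/MgCl2/DTT; cpd 76 uM single point; ATP 10 uM; 30 min 37 °C; Transcreener ADP HTRF detection, 30 min RT; ratio 665/615.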
S2 tox – cell viability loss in ATXN counter-screen | 400,000 compounds, 0.49% hits | Potency, µM (highest dose often 56.7 µM), most hits filed as cytotoxic | S2 cells (HEK-293 line with an ATXN2-luciferase reporter) viability, CellTiter-Fluor protease fluorescence, 24 h; note: potency is the fitted concentration of half-maximal effect; nearly all actives have a fitted effect of over 40% in size
A549 viability – kills or reduces viability of A549 cells in Nrf2 counter-screen; A549 ARE-Fluc cells, CellTiter-Fluor viability, 18-24 h; Potency, µM (highest dose often 46 µM), without a hit: top-dose activity change, negative = cytotoxicity, most hits filed as inhibitors; 390,000 compounds, 0.16% hits; AID 504648; note: potency is the fitted concentration of half-maximal effect; % is set by controls: 0 for no effect and ±100 for the full control effect
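A549 ARE_Fluc cells in 5% FBS OPTI-MEM were exposed to compounds in concentration-response for 18-24 h at 37 deg C. Viability was read by CellTiter-Fluor fluorescence (Ex 405/Em 525) after 30 min, before the luciferase read.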
Akt phos inh – inhibitors of Akt phosphorylation; Neuro2A IGF-stimulated pAkt S473 HTRF, 20 min; stronger effect = lower value; activity change, % for hits at 50 µM; 360,000 compounds, 0.32% hits; AID 651550; in the data active = activity change below about -80%; inconclusive = mostly about -51% to -80%; note: % is set by controls: 0 for no effect and ±100 for the full control effect
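Neuro2A cells in DMEM with 0.5% FBS, overnight at 37 deg C, given compound at single 50 µM final, then IGF (6 nM final) for 20 min at 37 deg C. Lysed; phospho-Akt Ser473 by HTRF after 24 h, 665/615 ratio.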
Nrf2 activator – activators of Nrf2 (ARE) signaling. AREc32 ARE-luciferase reporter (MCF7-derived line), luminescence, 24 h. Potency, µM (top dose mostly 46.1 µM), inactives show at the highest dose activation, usual class: activators. 410,000 compounds, 0.31% hits; note: potency is the fitted concentration of half-maximal effect; % of control where 0% means no effect; nearly all actives have a fitted effect of over 65% in size
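Luminescent ARE reporter assay in AREc32_Fluc cells: overnight plating at 37 deg C, 24 hr compound incubation, Steady-Glo added, 30 min RT before reading.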
TGFb inhibitor – TGF-b pathway inhibition; HepG2 CAGA-GFP TGF-b/SMAD3 reporter, GFP fluorescence, 18 h; TGF-beta stimulated, 500 pg/mL final; Potency, µM (doses to about 46.1 µM), inactives show top-dose activity, negative = inhibition, usual class: inhibitors; 410,000 compounds, 1.2% hits; note: potency is the fitted concentration of half-maximal effect; % is set by controls: 0 for no effect and ±100 for the full control effect; nearly all actives have a fitted effect of over 65% in size
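GFP signal (ex488/em500-530) from TGF-beta-stimulated HEPG2 CAGA-GFP cells, 500 pg/mL final, 18 h at 37 degrees C in DMEM plus 1% FBS, normalized to unstimulated and DMSO-stimulated controls.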
HepG2 viability – counter-screen for TGF-b inhibitors: cytotoxicity in HepG2 cells. 410,000 compounds, 0.76% hits. AID 588856. Potency, µM (titrated, usually from 46.1 µM), without a hit: top-dose activity change, negative = cytotoxicity, usual class: cytotoxic. HepG2 CAGA-GFP viability, ATP luminescence, 18 h; note: potency is the fitted concentration of half-maximal effect; some results filed as inactive show a strong effect at the top dose
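HepG2 CAGA-GFP cells (1000/well, DMEM with 1% FBS) received compound, then TGF-beta at 500 pg/mL final, and were incubated 18 hours at 37 degrees C. Viability was read by CellTiter-Glo luminescence. Media-only wells were set as complete cell-killing and DMSO as no toxicity.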
Mm-Cpn inhibitor – M. maripaludis TRiC chaperonin inhibition; 330,000 compounds, 0.031% hits; purified Mm-Cpn ATPase, ADP Transcreener TR-FRET; AID 504842; Potency, µM (titrated, usually from 76.9 µM), inactives show at the top dose activity, negative = inhibition, actives largely listed as inhibitors; note: potency is the fitted concentration of half-maximal effect; % is set by controls: 0 for no effect and ±100 for the full control effect; nearly all actives have a fitted effect of over 80% in size
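ATP (10 uM final) was added to archaeal chaperonin (25 nM final) after 10 min exposure to test compound at 37°C; after 30 min further incubation, ADP was detected by competitive TR-FRET.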
* = called active by the depositor; i = inactive; ? = inconclusive; . = not tested or not shown; & = joins results of further samples. Unless noted, calls come from the whole dose curve; as a rule, active = well fitted curve in the direction sought with a large enough effect; inconclusive = small, poorly fitted or top-dose-only effect, or another doubt; inactive = no such curve, though single readings can be large; an effect the other way counts as inactive or inconclusive.

The line under a structure holds: Nrf2 block | CCT modulator | S2 tox | A549 viability | Akt phos inh | Nrf2 activator | TGFb inhibitor | HepG2 viability | Mm-Cpn inhibitor
CCOCC(=O)Nc1cc(C(=O)OC)cc(C(=O)OC)c1
  -29% | -0.2 | i | -4% | i | 0.3% | ? | -29% | 2%
CCn1c(=O)cc(SCC(=O)NCc2cccnc2)c2ccccc21
  . | 2.1 | i | 8% | i | 3.0% | 10% | 2% | 2%
CC1(C)OC(=O)C(=NNc2ccccc2)C(=O)O1
  -2% | 5.5 | i | 1% | i | -0.4% | -17% | 0% | 1%
COC(=O)c1ccc(SCC(=O)NC2CCCC2)c([N+](=O)[O-])c1
  9% | -1.1 | i | 0% | i | 0.2% | 1% | -3% | -1%
CCOc1ccc(NC(=O)Nc2ccc3nccnc3c2)cc1
  ? | -4.9 | i | -12% | i | 0.1% | 3% | -40% | -1%
C=CCOc1ccccc1CN1CCC(n2nccc2NC(=O)c2ccccc2)CC1
  2% | -3.1 | i | 0% | i | 0.0% | -13% | -27% | 1%
C[C@@H]1CN([C@@H](C)CO)S(=O)(=O)c2ccc(Br)cc2O[C@H]1CN(C)Cc1ccccn1
  . | 1.5 | i | . | i | 0.5% | -17% | 0% | .
COc1ccc(N2CCN(C(=O)CNS(=O)(=O)c3ccc(C)cc3)CC2)cc1
  -8% | -4.1 | i | -1% | i | -0.5% | 4% | -1% | -3%
Cc1ccc(-c2nnc(SCC(=O)NCC3CCCO3)n2C)cc1 (configuration not stated)
  -4% | 1.6 | i | 2% | i | 0.3% | 0% | -10% | 1%
Cn1c(SCC(=O)N2CCOCC2)nc(O)cc1=O
  1% | -2.1 | i | -6% | i | 0.0% | -8% | 6% | 1%
C#CCN(CC=C)C(=O)c1ccc2nc(C3CCCCC3)oc2c1
  9% | -1.1 | i | -2% | i | 5.2% | 3% | -9% | 0%
O=C(Nc1ccc(OC(F)(F)F)cc1)C1CC(=O)N(Cc2ccco2)C1 (configuration not stated)
  12% | -2.3 | i | 0% | i | 2.6% | -6% | -8% | 0%
CCCNC(=O)C1CNc2ccccc2O1 (configuration not stated)
  3% | -5.7 | i | -6% | i | 0.5% | 0% | -4% | -2%
CC[n+]1ccc(C(=O)NCc2ccccc2)cc1
  2% | -1.0 | i | 8% | i | -0.6% | -5% | 4% | 2%
COc1ccc2[nH]cc(CCNS(=O)(=O)c3ccccc3)c2c1
  ? | -5.4 | i | -8% | i | 0.3% | 14% | 5% | -1%
Cc1oc(-c2ccccc2)nc1CSc1nc2c(c(=O)[nH]1)CCC2
  4% | 0.1 | i | 0% | i | -0.2% | -9% | 4% | 2%
C/C=C(\C)C(=O)N[C@@H](C)CN1C2=NC[C@H](C(C)C)N2C[C@H]1Cc1ccc(OC)cc1
  6% | -1.1 | i | 1% | i | 0.1% | -29% | 3% | 1%
NC(=O)c1ccccc1NC(=S)NC(=O)CCc1ccccc1
  14% | -2.6 | ? | -4% | i | 9.0% | 0% | 0% | -2%
O=C(COc1ccc(S(=O)(=O)N2CCCC2)cc1Cl)NC1CCCC1
  6% | -5.6 | i | 7% | i | 0.2% | -19% | -19% | -1%
Cn1c(=O)c2c(nc(NCCc3ccccc3)n2CC(=O)NCCc2ccccc2)n(C)c1=O
  -2% | 0.5 | ? | 0% | . | 0.0% | 0% | -3% | 0%
CC1CCCN(CCCNC(=O)c2coc3nc4ccccc4nc23)C1 (configuration not stated)
  13% | -0.8 | i | -3% | . | -1.0% | ? | -1% | 0%
O=C(N/N=C/C(Cl)=C/c1ccccc1)c1ccccn1
  ? | 0.3 | i | -6% | i | 17% | 4% | 1% | 2%
Cc1onc(-c2c(Cl)cccc2Cl)c1C(=O)NNc1ccccc1
  -15% | -1.7 | i | 2% | i | -0.1% | -6% | -12% | 0%
Nc1ccc(N2CCOCC2)c(Cl)c1
  1% | 2.0 | i | -9% | i | 0.0% | 11% | -1% | -11%
CN(Cc1ccccc1)S(=O)(=O)c1cccc2cccnc12
  -3% | 1.7 | i | 7% | i | -0.7% | 0% | -4% | 1%
O=C(COc1ccccc1)Nc1nnc(-c2ccco2)o1
  -14% | 2.4 | i | 19% | i | -0.4% | 0% | -9% | 1%
Cc1ccc(O)c(Cn2nnc3ccccc32)c1
  18% | -4.0 | i | -4% | i | 3.3% | ? | -7% | 0%
Cc1c(NC(=O)C(C)OC(=O)COc2cccc3c2OC(C)(C)C3)c(=O)n(-c2ccccc2)n1C (configuration not stated)
  -15% | 1.1 | i | 2% | i | -0.3% | 18% | -18% | -21%
CC(C)(C)C1CCC(=O)N(CCOc2ccccc2)CC1 (configuration not stated)
  ? | 1.1 | ? | -2% | i | 4.3% | ? | -3%&-44% | -11%
COc1ccc2c(=O)c3c(=O)n(Cc4ccco4)c(-c4ccccc4)nc3oc2c1
  ? | -0.5 | i | -7% | i | 0.1% | -12% | -25% | 1%

Some of these compounds in order of length of the SMILES, falling:
The line under a structure holds: Nrf2 block | CCT modulator | S2 tox | A549 viability | Akt phos inh | Nrf2 activator | TGFb inhibitor | HepG2 viability | Mm-Cpn inhibitor
C/C=C(\C)C(=O)N[C@@H](C)CN1C2=NC[C@H](C(C)C)N2C[C@H]1Cc1ccc(OC)cc1
  6% | -1.1 | i | 1% | i | 0.1% | -29% | 3% | 1%
Cc1ccc(-c2nnc(SCC(=O)NCC3CCCO3)n2C)cc1 (configuration not stated)
  -4% | 1.6 | i | 2% | i | 0.3% | 0% | -10% | 1%
O=C(COc1ccccc1)Nc1nnc(-c2ccco2)o1
  -14% | 2.4 | i | 19% | i | -0.4% | 0% | -9% | 1%

(further entries)
The line under a structure holds: Nrf2 block | CCT modulator | S2 tox | A549 viability | Akt phos inh | Nrf2 activator | TGFb inhibitor | HepG2 viability | Mm-Cpn inhibitor
Cc1onc(-c2ccccc2Cl)c1C(=O)NCC(=O)O
  12% | -3.1 | i | 1% | i | -0.5% | -4% | 1% | 0%
O=C(COC(=O)/C=C/c1cccs1)Nc1ccc(F)cc1
  11% | 1.3 | i | 1% | i | ? | 3% | 2% | 1%
CCCCCCCN(c1ccccc1)[C@@H]1C[C@H]2CCCC(=O)N3CC[C@@H](C1)[C@@H]23
  ? | 1.7 | . | ? | i | 3.1% | 10µM* | 11µM* | .
CC1Cc2ccccc2N1S(=O)(=O)c1nnc(NC(=O)c2ccccc2)s1 (configuration not stated)
  19% | . | ? | 0% | . | 4.2% | 14µM* | -29% | .
CC(=O)c1cccc(S(=O)(=O)N2CCC(C(=O)N(C)Cc3ccc(Cl)s3)CC2)c1
  -17% | 0.3 | i | 2% | i | 1.6% | -18% | -14% | -1%
CCCCC(=O)Nc1cccc(NC(=O)c2ccc(Br)cc2)c1
  -11% | -4.2 | i | 2% | i | 3.4% | -21% | -10% | -1%
O=C(CSc1nnc(-c2ccccc2F)n1C1CCCCC1)N1CCCC1
  -10% | 2.6 | i | -17% | i | 0.1% | 1% | -10% | 0%
CN(C)/C=C(\C#N)C(N)=C(C#N)C#N
  -1% | -1.0 | i | -3% | i | 0.7% | 16% | 5% | 0%
COc1c(O)cccc1-c1nnn(CCC(=O)OCC(=O)c2ccccc2)n1
  -10% | -2.7 | i | -4% | . | -0.1% | 1% | 0% | 1%
O=C(COC(=O)/C=C/c1ccccc1F)Nc1nnc(-c2ccccc2)o1
  19% | -1.5 | i | 2% | i | 17% | -18% | -20% | 1%
O=C(CCCOc1ccccc1)Nc1cccc(C(=O)O)c1
  6% | -1.0 | i | -12% | . | -1.6% | -5% | 12% | 0%
COc1ccc2cc(/C(C)=N/NC(=O)c3cc(C)oc3C)ccc2c1
  . | 1.6 | ? | . | i | -0.5% | -16% | -29% | .
NC(Cc1ccc(F)cc1)c1csc(Nc2ccc(C(=O)NCCCO)cn2)n1 (configuration not stated)
  . | -1.6 | i | . | i | -0.2% | 27% | -3% | .
CC(=O)NCCCNS(=O)(=O)c1ccc(C)cc1
  9% | -1.8 | ? | -2% | i | 2.2% | -4% | 4% | 1%
Cc1cc(C(=O)N/N=C/C=C/c2ccc3c(c2)OCO3)n[nH]1
  . | -2.4 | i | -1% | i | 3.5% | 12% | -6% | 1%

Reprinted from the entries so far, seven compounds:
The line under a structure holds: Nrf2 block | CCT modulator | S2 tox | A549 viability | Akt phos inh | Nrf2 activator | TGFb inhibitor | HepG2 viability | Mm-Cpn inhibitor
CCOCC(=O)Nc1cc(C(=O)OC)cc(C(=O)OC)c1
  -29% | -0.2 | i | -4% | i | 0.3% | ? | -29% | 2%
CCn1c(=O)cc(SCC(=O)NCc2cccnc2)c2ccccc21
  . | 2.1 | i | 8% | i | 3.0% | 10% | 2% | 2%
CC1(C)OC(=O)C(=NNc2ccccc2)C(=O)O1
  -2% | 5.5 | i | 1% | i | -0.4% | -17% | 0% | 1%
COC(=O)c1ccc(SCC(=O)NC2CCCC2)c([N+](=O)[O-])c1
  9% | -1.1 | i | 0% | i | 0.2% | 1% | -3% | -1%
CCOc1ccc(NC(=O)Nc2ccc3nccnc3c2)cc1
  ? | -4.9 | i | -12% | i | 0.1% | 3% | -40% | -1%
C=CCOc1ccccc1CN1CCC(n2nccc2NC(=O)c2ccccc2)CC1
  2% | -3.1 | i | 0% | i | 0.0% | -13% | -27% | 1%
C[C@@H]1CN([C@@H](C)CO)S(=O)(=O)c2ccc(Br)cc2O[C@H]1CN(C)Cc1ccccn1
  . | 1.5 | i | . | i | 0.5% | -17% | 0% | .

Source: PubChem BioAssay (National Center for Advancing Translational Sciences (NCATS))
